Bioassay records: PubChem, several laboratories
Mtb UGM inh = inhibitors of M. tuberculosis UDP-galactopyranose mutase | P9WIQ1 | purified UGM, fluorescence polarization probe displacement | inhibition, % at 10 µM | actives 0.06% (n = 320,000) | AID 504406; in the data active = inhibition above about 10%, passing the limit was not always enough; inconclusive = no clear call, values can overlap the other calls
Target sequence (P9WIQ1 whole entry, looked up): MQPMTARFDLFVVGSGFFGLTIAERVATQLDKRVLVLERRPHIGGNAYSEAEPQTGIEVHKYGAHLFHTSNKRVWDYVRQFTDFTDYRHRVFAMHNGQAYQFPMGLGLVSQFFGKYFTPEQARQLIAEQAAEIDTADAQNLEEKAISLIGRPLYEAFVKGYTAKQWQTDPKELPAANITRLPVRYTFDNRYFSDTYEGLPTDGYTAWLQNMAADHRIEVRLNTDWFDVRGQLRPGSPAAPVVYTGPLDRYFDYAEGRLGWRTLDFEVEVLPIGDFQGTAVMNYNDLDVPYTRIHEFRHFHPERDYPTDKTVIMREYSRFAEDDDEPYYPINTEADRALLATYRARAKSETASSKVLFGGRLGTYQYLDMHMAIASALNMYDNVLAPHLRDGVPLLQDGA
BioA inh = blocks M. tuberculosis BioA enzyme activity | inhibition, % at 9.99 µM | purified M. tuberculosis BioA enzyme, plate reader | actives 0.096% (n = 360,000); in the data active = inhibition above about 40%; inconclusive = no clear call, values can overlap the other calls
PfHsp40 rescue = rescue of PfHsp40-mediated yeast toxicity. S. cerevisiae expressing PfHsp40, growth rescue, ATP luminescence. growth rescue, % at 12.5 µM. actives 0.68% (n = 340,000); in the data active = growth rescue above about 28%, passing the limit was not always enough; inconclusive = no clear call, values can overlap the other calls;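 also: yeast W303a lacking pdr1 and pdr3 grown in galactose medium; growth measured after three days at 30 °C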
FBA Mtb inh = inhibitors of M. tuberculosis fructose-bisphosphate aldolase | purified M. tuberculosis FBA, fluorescence read-out | inhibition, % at 1 µM | actives 2.3% (n = 360,000) | AID 588726; in the data active = inhibition above about 27%;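 also: 0% = vehicle and 100% = reference inhibitor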
Target sequence (P9WQA3 whole entry, looked up): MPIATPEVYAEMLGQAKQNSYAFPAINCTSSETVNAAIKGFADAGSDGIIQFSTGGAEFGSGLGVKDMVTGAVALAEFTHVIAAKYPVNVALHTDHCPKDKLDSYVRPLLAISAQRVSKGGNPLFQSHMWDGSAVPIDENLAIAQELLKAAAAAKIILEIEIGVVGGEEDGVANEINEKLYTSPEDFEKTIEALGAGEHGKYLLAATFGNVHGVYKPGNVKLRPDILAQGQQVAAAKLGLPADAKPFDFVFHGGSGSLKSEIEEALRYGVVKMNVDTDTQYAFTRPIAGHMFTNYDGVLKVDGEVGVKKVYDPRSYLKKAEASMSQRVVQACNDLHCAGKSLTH
GDH-TPI inh = counter-screen for M. tuberculosis FBA inhibitors: GDH-TPI coupled enzymes; inhibition, % at 4.8 µM; actives 1.2% (n = 360,000); GDH-TPI coupled enzyme counterscreen, NADH absorbance; AID 588335; in the data active = inhibition above about 30%;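 also: 0% = DMSO wells and 100% = wells lacking the enzyme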
BH1578 lux ind = quorum light induction in luxS cqsA deficient V. cholerae | AID 588436 | activation, % at 18.7 µM | actives 0.16% (n = 350,000) | V. cholerae BH1578 lux reporter, luminescence, 6 h; in the data active = activation mostly above about 9.7%, no sharp cut-off; inconclusive = no clear call, values can overlap the other calls; inactive = mostly below about 3.7%; also: not every result past the cut was called active; inactives centre near 0; reference of the scale not given here
TcdB GH inh = inhibitors of Clostridioides difficile toxin B glycohydrolase. P18177. TcdB glycohydrolase enzymatic assay, plate reader. inhibition, % at 9.99 µM. actives 0.24% (n = 350,000); in the data active = inhibition above about 10%
Yp Topo-I inh = blocks Yersinia pestis topoisomerase I activity; Y. pestis Topo-I cleavage product accumulation, plate reader; activity, % at 10 µM; actives 0.064% (n = 360,000); AID 504884; in the data active = activity above about 50%, passing the limit was not always enough; inconclusive = no clear call, values can overlap the other calls; also: inactives centre near 2
FadD28 FP inh = inhibitors of Mycobacterium tuberculosis FadD28 bisubstrate binding | actives 0.22% (n = 360,000) | inhibition, % at 12.5 µM | FadD28 bisubstrate probe binding, fluorescence polarization; in the data active = inhibition above about 8.5%, passing the limit was not always enough; inconclusive = no clear call, values can overlap the other calls
* hit, by the source's call; i = inactive; ? = inconclusive; . = no result given; + = active, no number. Rows were taken by chance, and some 4.6% of all compounds hit somewhere here.

SMILES | Mtb UGM inh | BioA inh | PfHsp40 rescue | FBA Mtb inh | GDH-TPI inh | BH1578 lux ind | TcdB GH inh | Yp Topo-I inh | FadD28 FP inh
C/C(O)=C(\C#N)P(=O)(c1ccccc1)c1ccccc1 | 2.6 | . | -0.2 | 4 | 15 | -0.7 | 0.1 | -3 | -0.4
COc1ccccc1NC(=O)C(=O)/C=C(\O)c1ccccc1 | 0.1 | . | 0.4 | 2 | 9 | -0.9 | 0.6 | -6 | -2.0
Nc1nnc(SCc2ccccc2F)s1 | 0.2 | -1.7 | -0.4 | -2 | 1 | 0.0 | 0.6 | -4 | 0.3
O=C(CSc1ccccc1)NC(=O)NCc1ccccc1 | 1.0 | . | 84* | 1 | 3 | 0.3 | 0.7 | 9 | -3.6
CC1(c2ccccc2)NC(=O)N(CC(=O)Nc2ccc3c(c2)OCO3)C1=O (stereo unspecified) | 1.3 | -0.7 | 1.1 | 5 | 6 | -1.2 | 0.1 | 2 | 0.3
C/C(=N\Nc1cc(C)nc(NCc2ccccc2)n1)c1cccc([N+](=O)[O-])c1 | 3.2 | . | 1.4 | 0 | -2 | -0.5 | 0.0 | -6 | -0.9
CCOc1c(OC)cccc1C(=O)NCC1(c2ccccc2)CCCC1 | 2.1 | 0.4 | 3.1 | 1 | -2 | 0.0 | -1.8 | 4 | -2.7
COCCNC(=O)c1cccc(OC2CCN(Cc3cccc(C(C)=O)c3)CC2)c1 | 4.8 | 7.2 | 1.4 | 0 | 5 | -1.2 | 0.5 | -7 | -2.7
COC(=O)C1C/C(=N\NS(=O)(=O)c2ccc(C)cc2)c2ccsc2C1 (stereo unspecified) | 1.1 | -0.1 | 1.0 | 3 | -2 | -0.3 | . | 7 | -3.1
Cc1ccc(N(C)C(=O)CN(C)S(=O)(=O)c2ccc3c(c2)n(C)c(=O)c(=O)n3C)cc1 | 0.4 | 0.5 | -1.0 | 3 | 0 | -0.4 | -1.0 | -4 | -3.8
O=C1CC(N2CCSCC2)C(=O)N1CCc1ccccc1 (stereo unspecified) | 0.3 | -0.5 | -0.2 | 3 | 4 | 0.8 | . | -7 | -2.9
Cc1oc(-c2cccc(Cl)c2)nc1CN1CCCC(C(=O)NCCCN2CCOCC2)C1 (stereo unspecified) | 0.3 | 3.1 | -0.7 | 0 | 6 | -0.3 | . | 21 | -2.0
CCN1CCN(C(=O)c2cc3c(s2)-c2c(C)cccc2OC3)CC1 | 1.6 | 1.4 | -2.4 | + | 13 | -0.2 | . | -5 | -4.3
CO[C@@]1(NC(=O)CSCC#N)C(=O)N2C(C(=O)O)=C(CSc3nnnn3C)CS[C@@H]21 | -0.5 | -0.9 | 0.4 | 1 | 7 | i | 2.4 | 7 | -0.1
CN(C(=O)COC(=O)c1cc(S(=O)(=O)N2CCOCC2)ccc1Cl)C1CCS(=O)(=O)C1 (stereo unspecified) | -0.8 | -1.4 | -0.6 | -1 | -5 | -0.6 | 1.8 | 1 | -2.7
Cc1cccc(OCC(=O)N2CCN(C(=O)CCC3CCCC3)CC2)c1 | -0.3 | -1.2 | -1.6 | -1 | -3 | -0.2 | . | 8 | -2.2
COC(=O)NC1CSCC1OC(=O)CCN1C(=O)c2ccccc2C1=O (stereo unspecified) | 1.1 | -0.9 | -0.6 | 0 | -4 | i | 0.5 | 5 | -1.4
CC(C)CCN1C(Nc2ccccc2)=NC[C@@H]1C | -2.9 | 12 | -1.9 | 0 | -13 | 2.1 | -1.5 | 5 | -3.5
CC1(c2ccccc2Cl)NC(=O)N(CC(=O)Nc2ccc3c(c2)OCO3)C1=O (stereo unspecified) | 0.6 | 3.2 | -1.7 | 3 | 0 | -0.6 | 1.4 | 1 | -1.0
COC(=O)c1c(C)nn(-c2ccccc2)c1N | 2.5 | 5.5 | -1.7 | -2 | -3 | -0.2 | 0.7 | 0 | -3.6
COCCNC(=S)N(C)[C@H]1C[C@H]2c3cc(Oc4ccccc4C)ccc3CCN2C(=O)[C@H]1[C@H](C)O | . | . | . | 6 | 2 | -0.5 | 2.5 | 24 | -3.1
Cn1c(=O)[nH]c(=O)c2c1nc(N1CCOCC1)n2CC(=O)c1ccccc1 | -0.4 | . | 0.3 | 2 | -5 | 1.4 | 5.7 | 2 | -1.8
Cc1ccc2cc3cc(C(=O)NCCN4CCOCC4)oc3nc2c1 | -1.5 | -0.6 | -1.3 | 91* | 48* | i | . | 40 | -1.9
O=C(Nc1ccc(N2CCOCC2)cc1)C1CC(O)CN1S(=O)(=O)c1ccc(Cl)cc1 (stereo unspecified) | 1.6 | . | -0.7 | 4 | 5 | i | 0.9 | -8 | -2.5
COc1ccccc1-n1c(-c2ccc(F)cc2)coc1=O | -3.3 | -0.1 | -0.1 | 5 | -1 | -18 | . | 3 | -4.2

Filtered by structure: the compounds so far containing a Cl atom.
SMILES | Mtb UGM inh | BioA inh | PfHsp40 rescue | FBA Mtb inh | GDH-TPI inh | BH1578 lux ind | TcdB GH inh | Yp Topo-I inh | FadD28 FP inh
Cc1oc(-c2cccc(Cl)c2)nc1CN1CCCC(C(=O)NCCCN2CCOCC2)C1 (stereo unspecified) | 0.3 | 3.1 | -0.7 | 0 | 6 | -0.3 | . | 21 | -2.0
CN(C(=O)COC(=O)c1cc(S(=O)(=O)N2CCOCC2)ccc1Cl)C1CCS(=O)(=O)C1 (stereo unspecified) | -0.8 | -1.4 | -0.6 | -1 | -5 | -0.6 | 1.8 | 1 | -2.7
CC1(c2ccccc2Cl)NC(=O)N(CC(=O)Nc2ccc3c(c2)OCO3)C1=O (stereo unspecified) | 0.6 | 3.2 | -1.7 | 3 | 0 | -0.6 | 1.4 | 1 | -1.0
O=C(Nc1ccc(N2CCOCC2)cc1)C1CC(O)CN1S(=O)(=O)c1ccc(Cl)cc1 (stereo unspecified) | 1.6 | . | -0.7 | 4 | 5 | i | 0.9 | -8 | -2.5

Next part:
SMILES | Mtb UGM inh | BioA inh | PfHsp40 rescue | FBA Mtb inh | GDH-TPI inh | BH1578 lux ind | TcdB GH inh | Yp Topo-I inh | FadD28 FP inh
O=Nc1c2cc(-c3ccccc3)[nH]nc-2c2ccccc12 | . | . | 0.2 | 0 | 7 | -1.0 | 1.3 | -3 | -4.4
O=C(CN(Cc1ccccc1)C(=O)CNS(=O)(=O)c1ccc(F)cc1)NCc1ccco1 | -2.3 | 0.1 | 0.5 | 19 | -3 | 0.2 | -3.5 | -9 | -2.7
CCC(C(=O)N1C[C@H]2C[C@@H](C1)c1cccc(=O)n1C2)c1ccccc1 (stereo partly specified) | -3.0 | -0.6 | 1.5 | 2 | 9 | -0.3 | -0.3 | 1 | 0.6
Fc1ccc(C(OCCN2CCCC2)c2ccc(Br)cc2)cc1 (stereo unspecified) | 0.1 | 1.8 | ? | 2 | 7 | 4.2 | 1.6 | -7 | -2.6
CC(=O)C1=C(C)N(c2ccccc2)C(=O)C1(NS(=O)(=O)c1ccc(N)cc1)C(F)(F)F (stereo unspecified) | -0.6 | 0.8 | 0.4 | -1 | 8 | -0.8 | -2.0 | 4 | -3.5
O=C(CN(Cc1cccs1)C(=O)CCC(=O)Nc1ccccn1)NCc1ccccc1 | -0.4 | . | -0.7 | 1 | 7 | -0.2 | 1.1 | 3 | -2.9
Cn1c(=O)c2c(ncn2CC(=O)N/N=C/c2cn[nH]c2-c2ccc(F)cc2)n(C)c1=O | 0.3 | -1.3 | -0.3 | 1 | 0 | -0.3 | -1.1 | 5 | -1.9
COc1ccc2c(c1)SC(C)CC2=O (stereo unspecified) | -0.7 | . | -0.2 | 6 | -8 | i | . | 1 | -2.8
CSc1ccc(CNCCCN(C)C)cc1 | -1.2 | -0.2 | -1.5 | 3 | 1 | -0.3 | -0.4 | -16 | -0.7
CC(C)=CC(=O)N1CCC(Oc2cccc(C(=O)NCc3ccccn3)c2)CC1 | . | 1.2 | . | -3 | -6 | i | 0.8 | 0 | -4.5
O=C(N/N=C/c1ccsc1)c1c[nH]c2ccccc12 | -1.3 | 3.0 | 7.0 | 2 | 9 | i | 0.1 | 2 | -5.1
CCCNc1c(N)c(=O)c1=O | 0.2 | -1.7 | -0.5 | 4 | -4 | 0.1 | 5.4 | 1 | -2.4
CCOc1ccc(N2C(=O)C3ON(c4ccccc4)C(c4cccs4)C3C2=O)cc1 (stereo unspecified) | -0.7 | . | 2.0 | -3 | 1 | -0.5 | 2.0 | -3 | -1.7
Cc1ccc(S(=O)(=O)NCc2ccc(C(=O)NC3CCCCC3)cc2)cc1 | 0.1 | 0.1 | -1.5 | -5 | 1 | -0.3 | 1.5 | 2 | -3.4
Cc1c(C(=O)NNC(=O)c2ccncc2)oc2ccccc12 | 3.9 | -5.4 | 0.7 | 6 | 18 | i | 0.3 | -3 | -0.5
O=C(COc1cc2oc(=O)c3c(c2cc1Cl)CCCC3)N1C[C@H]2C[C@@H](C1)c1cccc(=O)n1C2 | -0.7 | 28 | 18 | 35* | 21 | -0.4 | -4.5 | 21 | 0.5
CCn1c(SCC(=O)NC2CC2)nnc1-c1ccc(F)cc1 | 0.9 | -1.3 | -0.6 | 1 | -14 | i | 1.9 | -3 | -1.9
O=C(N/N=C/c1ccc2c(c1)OCO2)C(=O)Nc1ccccc1Cl | 1.0 | -2.1 | 0.7 | 3 | 10 | -0.6 | -0.1 | -4 | -1.0
COC(=O)c1ccccc1NC(=O)COC(C)=O | 0.0 | -0.5 | 0.3 | 0 | -6 | i | . | 2 | -4.9
c1ccc(N/N=C(\Cc2nc3ccccc3[nH]2)c2ccccc2)cc1 | . | -0.7 | -1.5 | 2 | 4 | -0.6 | 1.7 | -31 | -6.8
CCOC(=O)c1nc(Nc2ccc(C(=O)O)cc2)c2ccccc2n1 | -2.1 | -1.8 | 1.6 | -4 | 31* | 0.5 | . | -6 | -3.2
COc1ccc(C[C@H](N)C(=O)N[C@H]2[C@@H](O)[C@H](n3cnc4c(N(C)C)ncnc43)O[C@@H]2CO)cc1 | 0.3 | 11 | -0.8 | 4 | 5 | -0.8 | 0.6 | -7 | -1.8
COc1cc(/C=C(\C#N)C(=O)Nc2ccc(C(=O)O)cc2)ccc1OC(=O)c1cccc(F)c1 | -2.1 | 1.9 | -0.1 | 4 | -2 | i | 0.5 | -14 | -0.7
COCCCNc1oc(-c2ccccc2Cl)nc1C#N | -0.4 | . | 4.7 | 8 | 16 | -2.7 | 1.5 | 6 | -0.6
Cc1ccc(C(C)C)c(OCc2nnc3n2CCCCC3)c1 | -0.6 | . | 8.8 | 2 | 1 | -2.9 | . | 10 | -2.2
(next part)
SMILES | Mtb UGM inh | BioA inh | PfHsp40 rescue | FBA Mtb inh | GDH-TPI inh | BH1578 lux ind | TcdB GH inh | Yp Topo-I inh | FadD28 FP inh
O=C(CSc1nc2ncc(Cl)cc2[nH]1)NCC(=O)Nc1ccc(F)c(F)c1F | -2.6 | . | -0.5 | -1 | 4 | i | 5.6 | 1 | -6.0
CC1CCN(C(=O)c2ccccc2SCC(=O)NCC2CCCCC2)CC1 | 0.3 | 1.1 | -0.6 | 1 | 3 | i | 2.1 | 16 | 0.3
C=CCOc1c(Br)cc(CNc2ccc(NC(=O)CCC)cc2)cc1OCC | -2.0 | -0.5 | 14 | -1 | -7 | . | . | 26 | -0.9
CCOc1ccc2nc(SCC(=O)N3CCCCCC3)c(C#N)cc2c1 | 3.2 | -1.8 | -0.3 | -4 | 11 | -4.6 | . | -3 | 0.9
O=C1CCCN1c1cc(Cl)cc(Cl)c1 | -1.6 | . | 2.2 | 3 | 2 | -0.1 | 0.6 | 2 | -1.3
COc1ccc(CNC(=O)c2ccc3oc(C(C)C)nc3c2)cc1 | -1.4 | -0.1 | -0.2 | 0 | 5 | -0.5 | 0.5 | 22 | -0.4
CC(=O)NC(c1cccc(F)c1)c1nc(-c2ccc(C)c(C)c2)cs1 (stereo unspecified) | . | -2.0 | . | -4 | 8 | -0.4 | 2.4 | 8 | 0.1
CC(=O)NS(=O)(=O)c1ccc(N2C(=O)CC(Sc3nccc(C)n3)C2=O)cc1 (stereo unspecified) | 1.1 | -0.2 | -1.2 | 1 | -6 | 1.2 | 0.8 | 1 | -1.8

Looked up above.
FBA Mtb inh result of O=C1CCCN1c1cc(Cl)cc(Cl)c1 is entered as 3
FadD28 FP inh result of O=C(CSc1nc2ncc(Cl)cc2[nH]1)NCC(=O)Nc1ccc(F)c(F)c1F is entered as -6.0
